Screens: PubChem, National Center for Advancing Translational Sciences (NCATS)
TSHR antagonist: antagonists of human thyroid stimulating hormone receptor; P16473; TSHR-expressing cells, TSH-stimulated cAMP HTRF, 2 h; active compounds read low; activity change, negative = inhibition, % at 11.5 µM; actives 0.2% (n = 330,000); AID 504810;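 active = activity change below a set negative limit, meaning inhibition stronger than a set level, cut at about -70% in these data; inconclusive = activity change between two set negative limits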; also: % is scaled to controls: 0 for no effect and ±100 for the full control effect
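Freshly harvested TSHR cells receive pin-tooled compound, then EC80 TSH at 4nM final. After 2 hours at 37 deg C, antibody in lysis buffer and cAMP-d2 are added; 30 minutes at ambient temperature precede the HTRF read.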
A-T KAP1 phos: candidate therapy for ataxia-telangiectasia | Potency, µM (highest dose often 57.5 µM), inactives show at the highest dose activation, actives largely listed as activators | […] A-T fibroblasts, KAP-1 phosphorylation AlphaLISA; neocarzinostatin DNA damage 30 min before lysis | AID 485349 | actives 0.19% (n = 320,000); also: potency is read from the fitted curve at half-maximal effect; % of control where 0% means no effect; nearly all actives have a fitted effect of over 45% in size
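hTERT-immortalized A-T patient fibroblasts ([…]), 500 cells/well in OPTI-MEM, 1% FBS, got compounds for 60 min, then NCS for 30 min at 37C. Lysates were then assayed for phospho-KAP-1 by AlphaLISA (anti-pKAP1 donor, anti-KAP1 acceptor beads), 6 hr at 25C.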
CXXC DNA block: MLL CXXC-DNA interaction inhibition. MLL-CXXC / FITC-HOXA9 DNA fluorescence polarization. Potency, µM (series often up to 115 µM), inactives show top-dose activity change, negative = inhibition, hits mostly inhibitors. actives 0.037% (n = 290,000); active = well fitted inhibition curve with a large enough effect in the polarisation, with a control signal flat, not every such curve was filed as active; inconclusive = small, poorly fitted or top-dose-only effect, or effect the other way, or a change in a side signal; inactive = no such curve, though single readings can be large or run the other way; the % refers to the polarisation; also: potency is read from the fitted curve at half-maximal effect
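Purified MLL-CXXC (added from a 7 uM solution) was preincubated 5 min at ambient with pinned compounds in 50 mM Tris-HCl pH 7.5, 50 mM NaCl, 1 mM DTT, 0.05% BSA. Fluorescein-labeled HOX-A9 DNA (50 nM solution) followed, 30 min, then polarization read.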
S-ASM inh: blocks human secretory acid sphingomyelinase | Potency, µM (titrated, usually from 57.5 µM), without a hit: at the highest dose activity change, negative = inhibition, hits mostly inhibitors | placental ASM, HMU-PC fluorogenic substrate, 60 min | actives 0.006% (n = 340,000); also: potency is read from the fitted curve at half-maximal effect
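Human placenta-derived ASM enzyme was preincubated with compound for 10 minutes at room temperature, then given fluorogenic substrate HMU-PC0 (9 uM final) for 60 minutes at 37 °C; a pH 10 stop preceded fluorescence reading at Ex 386/Em 447 nm.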
Menin-MLL TR inh: displaces Texas Red mutant MLL peptide from human menin | Menin + Texas Red MLL mutant peptide, fluorescence polarization | Potency, µM (series often up to 61.6 µM), for inactives: at the highest dose FP activity change, negative = inhibition, most hits filed as inhibitors | actives 0.23% (n = 270,000) | AID 1768; active = well fitted inhibition curve with a large enough effect in the polarisation, with a control signal flat, not every such curve was filed as active; inconclusive = small, poorly fitted or top-dose-only effect, or effect the other way, or a change in a side signal; inactive = no such curve, though single readings can be large or run the other way; the % refers to the polarisation; also: potency is read from the fitted curve at half-maximal effect; % of control where 0% means no effect; many of its hits are not listed in these tables
MBNL1 CUG block: blocks human MBNL1 binding to CUG repeat RNA; Q9NR56; TR-FRET MBNL1-His/biotin-(CUG)12 binding, 665/545 ratio; Potency, µM (highest dose often 57.5 µM), for inactives: top-dose activity change, negative = inhibition, actives largely listed as inhibitors; actives 0.036% (n = 280,000); AID 2675; active = well fitted inhibition curve with a large enough effect in the signal ratio, with a control signal flat, not every such curve was filed as active; inconclusive = small, poorly fitted or top-dose-only effect, or effect the other way, or a change in a side signal; inactive = no such curve, though single readings can be large or run the other way; the % refers to the signal ratio; also: potency is read from the fitted curve at half-maximal effect; % is scaled to controls: 0 for no effect and ±100 for the full control effect
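TR-FRET readout: Ex 340 nm, 665/545 nm emission ratio, normalized to buffer-only (basal) and MBNL1-(CUG)12 controls. Complex of MBNL1-His with Biotin-(CUG)12, compounds 92 nM–58 uM, incubated 60 min at room temperature.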
Mito fusion yeast: blocks mitochondrial division or promotes mitochondrial fusion; AID 485298; actives 0.23% (n = 320,000); Potency, µM (doses to about 46.1 µM), inactives show top-dose growth rescue (activation), actives largely listed as activators; S. cerevisiae fusion-defective mutant growth rescue, CellTiterGlo 48 h;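 also: potency is read from the fitted curve at half-maximal effect; % of control where 0% means no effect; nearly all actives have a fitted effect of over 45% in size; temperature-sensitive fusion mutants such as fzo1-1 at 37 °C on non-fermentable ethanol glycerol medium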
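Read-out: ATP-based luminescence (CellTiterGlo, 10 min ambient) reporting growth of fusion-defective ts yeast after 48 hours at 37C on glycerol/ethanol YPEG medium in the presence of compound.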
Integrin act MD: activators of alpha7 integrin expression for muscular dystrophy; alpha7betagal myoblasts, beta-gal FDG fluorescence, 48 h; Potency, µM (doses to about 38.3 µM), without a hit: top-dose activation, most hits filed as activators; actives 0.064% (n = 350,000); AID 624291;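 also: potency is read from the fitted curve at half-maximal effect; 100% = response of the positive control SU9516; nearly all actives have a fitted effect of over 60% in size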
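Alpha7betagal+/- myoblasts (passage 13) were plated 16-24 hr, then exposed to compounds (1:260 dilution of DMSO stock) for 48 hours at 37C. After MPER lysis, β-galactosidase reporter activity was read as FDG fluorescence (ex 480/em 540) after 30 minutes.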
TCR act: activates T cell receptor signaling; Potency, µM (titrated, usually from 9.22 µM), for inactives: at the top dose activation of IL-2 secretion, usual class: activators; primary human leukocytes, anti-CD3, IL-2 HTRF, 48 h; AID 504894; 330,000 tested, under 10 active; also: % of control where 0% means no effect
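Primary human leukocytes incubated 48 hr with anti-CD3 beads plus compound, without co-stimulation. Secreted IL-2 measured by HTRF (europium cryptate/d2 anti-IL-2 pair, 320 nm excitation, 665 nm emission).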
PTAP TSG101 blk: blocks PTAP/TSG101 interaction to inhibit HIV-1 budding; Q99816; Fluorescence polarization, FITC-PTAP peptide / Tsg101 binding; Potency, µM (highest dose often 115 µM), for the others: at the highest dose activity change, negative = inhibition, usual class: inhibitors; 340,000 tested, under 10 active; active = well fitted inhibition curve with a large enough effect in the main read-out, with a control signal flat, not every such curve was filed as active; inconclusive = small, poorly fitted or top-dose-only effect, or effect the other way, or a change in a side signal; inactive = no such curve, though single readings can be large or run the other way; also: potency is read from the fitted curve at half-maximal effect; % of control where 0% means no effect
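Fluorescence polarization binding of Tsg101 binding domain (10 uM final) to FITC-labeled PTAP peptide (50 nM final) in HEPES pH 7.5 buffer with NaCl, Tween 20, EDTA, TCEP. Compounds added before peptide; binding 20 min at RT.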
* marks the source's active call; other numbers are inactive results; ? = inconclusive; . = not tested or not shown; [ ] = remark or other dose. Unless noted, calls follow the shape of the dose curve; as a rule, active = well fitted curve in the direction sought with a large enough effect; inconclusive = small, poorly fitted or top-dose-only effect, or another doubt; inactive = no such curve, though single readings can be large; an effect the other way counts as inactive or inconclusive. This is a subset; rates above refer to the full screens.

SMILES	TSHR antagonist	A-T KAP1 phos	CXXC DNA block	S-ASM inh	Menin-MLL TR inh	MBNL1 CUG block	Mito fusion yeast	Integrin act MD	TCR act	PTAP TSG101 blk
COc1cccc(N2C(=O)/C(=C\c3cccs3)NC2=S)c1	-2	-24%	-6%	-1%	?	14%	13%	-13%	7%	-5%
CS(=O)(=O)N(CC(=O)Nc1ccccc1C(=O)N1CCCC1)c1ccccc1Br	34	16%	9%	-2%	.	-3%	7%	0%	-8%	0%
CC(C)(C)c1ccc(CNC(=O)C2CCCN2C(=O)Nc2ccccc2)cc1 (configuration not stated)	-8	-7%	2%	-1%	-9%	-6%	10%	-2%	-6%	-7%
COC(=O)c1cc(=O)n(-c2ccccc2)c(=Nc2ccccc2)s1	1	14%	12%	-9%	4%	13%	1%	-42%	4%	-3%
CCN(CC)C(=O)c1sc(NC(=O)C(Sc2ccccc2)c2ccccc2)c(C(=O)OC(C)C)c1C (configuration not stated)	-1	1%	-5%	-8%	-28%	3%	0%	17%	-6%	-2%
Cc1cc(C(=O)COc2cccnc2[N+](=O)[O-])c(C)n1Cc1ccco1	8	-6%	5%	11%	2%	19%	-7%	-32%[inhibitor]	26%	-2%
Cc1ccc2c(CN(C)Cc3ccc(Cl)cc3)cc(=O)oc2c1	-12	9%	-4%	31%[activator]	?	-2%	7%	-9%	4%	-6%
O=C(NC1CCCC1)C(c1ccncc1)N(C(=O)c1ccco1)c1ccccc1 (configuration not stated)	28	13%	-27%	1%	?	-4%	-1%	-51%[inhibitor]	-2%	-8%
O=C(Cn1nnc2ccccc2c1=O)NCC1CCC(C(=O)O)CC1 (configuration not stated)	9	-9%	-16%	4%	.	6%	-1%	?	0%	-3%
O=C(Cc1ccccc1)c1ccc(O)cc1O	.	.	.	-5%	.	.	.	17%	-3%	-4%
O=C(COc1ccc(Cl)c2cccnc12)N1CCOCC1	-3	-6%	.	3%	.	.	-1%	-12%	-20%	-8%
Cn1nnnc1Sc1ncnc2scc(-c3ccccc3)c12	-8	2%	4%	0%	41%[activator]	5%	-2%	-44%[inhibitor]	-5%	-2%
CCc1nnc(NC(=O)CSc2nc3ccccc3c(=O)n2CCCOC)s1	-6	.	8%	-2%	18%	?	-1%	-22%	-1%[46.1 µM]	-5%
COc1cccc2cc(C(=O)N3CCN(C45CC6CC(CC(C6)C4)C5)CC3)c(=O)oc12	0	-11%	7%	1%	-21%	4%	2%	11%	0%	-3%
Cn1cnnc1SCC(=O)N1CCc2ccccc21	-4	-4%	-4%	4%	.	-3%	3%	8%	4%	0%
O=C(NC1CCN(C(=O)N2c3ccccc3Sc3ccccc32)CC1)c1ccccc1F	-37	-8%	15%	-15%	.	-1%	-2%	15%	0%	-1%
Cc1nc(=O)cc(-c2ccccc2)n1-c1ccccc1	-13	0%	-1%	-1%	-2%	-3%	0%	26%	20%	1%
CC(OC(=O)c1ccc(Cl)nc1)C(=O)NC1(C#N)CCCCC1 (configuration not stated)	22	.	.	0%	.	.	4%	13%	2%	-3%
Cc1nc(N2CCN(Cc3ccc4c(c3)OCO4)CC2)nc2c1C(=O)CC(c1ccco1)C2 (configuration not stated)	7	-1%	-7%	-16%	-11%	2%	?	4%	0%	-1%
Cc1cccc(N(C2C=CS(=O)(=O)C2)S(=O)(=O)c2ccccc2)c1 (configuration not stated)	-7	8%	2%	-1%	25%	-3%	1%	-23%	-2%	0%
Cc1ccc(/C=C/C(=O)OC(C)C(=O)Nc2ccc(Cl)cn2)o1 (configuration not stated)	-8	7%	-4%	-3%	2%	-1%	-4%	2%	0%[46.1 µM]	-7%
Cc1ccnc(NC2CCCCC2)c1	20	3%	-2%	1%	-10%	.	-2%	14%	-98%	-5%
COCCCNC(=O)c1cc(=O)n(Cc2ccc(Cl)cc2)c2ccccc12	-30	13%	1%	-1%	?	.	0%	-15%	0%	-3%
O=C(Nc1ccc(N2CCOCC2)cc1)c1cccc(S(=O)(=O)N2CCCC2)c1	-3	0%	8%	2%	-11%	3%	-3%	2%	1%	-8%
Cc1cc(C)n2nc(SCC(=O)NC3CCCCC3C)nc2n1 (configuration not stated)	-9	6%	-1%	1%	-1%	1%	15%	-1%	-5%	-8%

(continued)
SMILES	TSHR antagonist	A-T KAP1 phos	CXXC DNA block	S-ASM inh	Menin-MLL TR inh	MBNL1 CUG block	Mito fusion yeast	Integrin act MD	TCR act	PTAP TSG101 blk
C=CCSc1nnc(NC(=O)c2c(CC)noc2C)s1	-2	-3%	.	-3%	.	.	14%	15%	-2%	-8%
Cc1cnc(NC(=O)CCNC(=O)c2ccc([N+](=O)[O-])cc2)s1	-9	1%	2%	4%	4%	?	-4%	-37%	-13%	-4%
CCOc1cc(C2Nc3ccccc3NC3=C2C(=O)CC(C)(C)C3)ccc1OC(C)=O (configuration not stated)	4	-3%	0%	1%	0%	3%	-3%	?	2%	-3%
CCN(CCO)c1nc(N2CCCCC2)c2cnn(C)c2n1	-21	0%	10%	0%	-3%	-1%	-2%	0%	-11%	-9%
COc1ccc(CCN(CC(=O)NCc2ccc(F)cc2)C(=O)c2snc(C(N)=O)c2N)cc1OC	0	-2%	3%	46%[activator]	-2%	13%	1%	0%	0%	-8%
N#CCCn1cc(C(=O)N2CCOCC2)c(-c2ccc3c(c2)OCCO3)n1	2	-3%	2%	-1%	18%	-6%	19%	0%	-7%	0%
O=C(NC(Cc1ccccc1)C(=O)O)c1ccco1 (configuration not stated)	-3	7%	3%	9%	0%	6%	2%	0%	8%	1%
CCOCCCNC(=O)C1CCN(S(=O)(=O)c2ccc(C)cc2)CC1	-1	0%	-2%	0%	15%	-3%	-3%	5%[7.66 µM]	3%[46.1 µM]	-8%
O=C(c1ccccc1)c1nn(-c2cccc(Cl)c2)c2nc(-c3ccccc3)cc(=O)n12	1	4%	?	-2%	2%	9%	4%	7%	-7%	-1%
COc1ccc(N2CCN(C(=O)c3cc4c(-c5ccc(Cl)cc5)nn(C)c4s3)CC2)cc1	0	-1%	-19%	-19%	-13%	-7%	-1%	-3%	-9%	2%
CN(C)CCNC(=O)Cc1ncc(C(F)(F)F)cc1Cl	0	-3%	-2%	1%	-1%	-3%	?	20%	7%	2%
COc1cc(NC(=O)c2cc(OC)c(OC)c(OC)c2)cc(-n2cnnn2)c1	3	2%	-3%	-17%	7%	3%	-3%	16%	-3%	1%
O=c1[nH]nc(-c2ccc([N+](=O)[O-])o2)c(=O)[nH]1	.	.	.	0%	.	.	.	4%	6%	-9%
O=C(/C=C/c1ccco1)OCC(=O)c1ccc(OC(F)F)cc1	-1	-6%	.	-2%	.	.	0%	-35%	2%	-2%
O=C(NC1CCCCC1)C(c1ccncc1)N(C(=O)Cc1cccs1)c1ccccc1 (configuration not stated)	1	-4%	1%	-4%	8%	4%	7%	13%	-7%	-2%
Cc1nnsc1C(=O)NNS(=O)(=O)c1ccccc1	-5	-2%	-7%	7%	17%	-3%	-2%	14%	-3%	-5%
O=C1N(Cc2cccc(Cl)c2)C[C@@H]2C[C@@H](c3ccco3)N3CCC[C@@]123	6	3%	11%	-2%	?	-3%	2%	17%	-4%	-1%
CN(C)c1nc(N)nc(-c2cccnc2)n1	8	-1%	9%	0%	-3%	-3%	-1%	16%	-8%	-5%
C[C@@H](OC(=O)c1[nH]cnc1C(=O)N1CCN(C(=O)OC(C)(C)C)CC1)c1ccccc1	-4	0%	.	2%	.	.	.	-9%	7%	-3%
O=C(c1cccc([N+](=O)[O-])c1)c1ccc2[nH]c(=O)[nH]c2c1	9	-19%	21%	2%	45%[activator]	?	10%	5%	-10%	-1%
CC(C)CCNC(=O)CCS(=O)(=O)c1cccc2nonc12	23	3%	-1%	6%	-8%	?	0%	1%	9%	-5%
CCOc1ccccc1NC(=O)CSc1nnc(-c2ccco2)n1Cc1ccco1	5	4%	8%	0%	2%	1%	12%	-1%	0%	-10%
CC1CC(C)CN(CC(O)COC2CC(C)CC(C)(C)C2)C1 (configuration not stated)	.	.	.	-2%	.	.	.	-43%	2%	-2%
